Screening data as filed in PubChem.
S100A4 inh HTS – blocks human S100A4 binding to myosin IIA peptide; S100A4/TAMRA-MyoIIA peptide fluorescence polarization; AID 652163; inhibition, % at 10.7 µM; 0.14% of 360,000 active;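 active means mean inhibition of at least 70% across replicates, with every replicate also reaching that level; inconclusive means mean inhibition reaches 70% but some replicates fall short; inactive means mean inhibition below 70%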
Target sequence (P26447 whole entry, looked up): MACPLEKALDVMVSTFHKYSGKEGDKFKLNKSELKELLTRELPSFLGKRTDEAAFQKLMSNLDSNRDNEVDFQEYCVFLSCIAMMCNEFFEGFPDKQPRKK
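Test system: S100A4 monomer protein; Medium: HEPES pH 7.2 with CaCl2, KCl, NaCl, DTT, Triton; Probe or stimulus: TAMRA-labelled myosin IIA heavy-chain peptide probe, 5 nM; Doses: one dose per compound; Times: polarization read 5 min after assay mix addition, stable 5–60 min; Benchmarks: neutral control DMSO, positive control TFP.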
SIRT5 block – inhibitors of human sirtuin-5 desuccinylase. Purified SirT5, succinyl-peptide AMC, trypsin-coupled fluorescence. inhibition, % at 15 µM. AID 652115. 1.1% of 330,000 active. Q9NXA8; in the data active means inhibition above about 15%; inconclusive means no clear call, values can overlap the other calls
Target sequence (Q9NXA8 whole entry, looked up): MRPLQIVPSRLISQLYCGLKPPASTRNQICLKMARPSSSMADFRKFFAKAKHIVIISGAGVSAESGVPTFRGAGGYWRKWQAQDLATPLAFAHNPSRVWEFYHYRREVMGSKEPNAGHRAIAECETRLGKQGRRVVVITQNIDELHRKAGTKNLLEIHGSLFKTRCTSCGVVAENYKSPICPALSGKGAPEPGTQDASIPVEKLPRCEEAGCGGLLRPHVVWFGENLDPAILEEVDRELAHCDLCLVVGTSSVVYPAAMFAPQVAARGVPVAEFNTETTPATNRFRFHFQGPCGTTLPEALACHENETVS
PglD inh – PglD (C. jejuni) enzyme inhibition; 0.098% of 360,000 active; AID 602405; inhibition, % at 12.5 µM; purified PglD enzyme, DTNB colorimetric CoA detection; in the data active means inhibition above about 16%, passing the limit was not always enough; inconclusive means no clear call, values can overlap the other calls; further: strong numbers were not always called active
E-selectin induc – induces E-selectin expression in human endothelial cells; P16581; HUVEC E-selectin immunofluorescence imaging; normalized: neutral wells 0, TNF-alpha wells 100; activation, % at 7.58 µM; 0.37% of 260,000 active; AID 686992;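 active means mean E-selectin-positive cell signal at least 10% of the positive control, reached in at least 60% of replicates, without over 20% cell loss; inconclusive means no rule given, readout overlaps actives, possibly toxicity-flagged; inactive means the rest, including those meeting only one limit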;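 further: in these data hits start at about 27%; measured in HUVEC primary endothelial cells; signal is the percent of cells scored E-selectin positive by PE staining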
Target sequence (P16581 whole entry, looked up): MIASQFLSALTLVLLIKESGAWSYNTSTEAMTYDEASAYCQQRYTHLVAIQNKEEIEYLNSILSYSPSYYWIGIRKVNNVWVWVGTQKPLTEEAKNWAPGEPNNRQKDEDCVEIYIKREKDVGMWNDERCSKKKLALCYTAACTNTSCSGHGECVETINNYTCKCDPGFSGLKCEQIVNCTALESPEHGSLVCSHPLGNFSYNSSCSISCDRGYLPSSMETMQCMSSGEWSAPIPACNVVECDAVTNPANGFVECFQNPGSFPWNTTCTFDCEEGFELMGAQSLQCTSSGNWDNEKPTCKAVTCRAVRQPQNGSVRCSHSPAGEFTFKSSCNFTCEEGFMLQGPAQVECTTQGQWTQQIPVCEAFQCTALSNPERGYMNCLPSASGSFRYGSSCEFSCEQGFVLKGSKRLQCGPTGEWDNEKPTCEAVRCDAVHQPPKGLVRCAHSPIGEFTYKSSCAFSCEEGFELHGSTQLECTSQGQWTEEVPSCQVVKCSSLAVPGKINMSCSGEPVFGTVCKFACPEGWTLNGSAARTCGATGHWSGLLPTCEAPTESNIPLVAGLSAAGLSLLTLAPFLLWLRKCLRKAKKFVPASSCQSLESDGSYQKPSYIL
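material = human umbilical vein endothelial cells (HUVEC), E-selectin induction | quantity = 3,000 cells/well | medium = EGM-2 growth medium on 0.1% gelatin-coated wells | technique = immunofluorescence imaging | read-out basis = % PE-positive cells | control set = TNF-alpha positive control, DMSO neutral control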
DENV2 CPE rescue – DENV2-induced cell death inhibition; DENV2-infected cells, cytopathic effect rescue, plate reader; CPE inhibition, % at 9.99 µM; 1.7% of 350,000 active; in the data active means CPE inhibition above about 20%, passing the limit was not always enough; inconclusive means no clear call, values can overlap the other calls; tested in BHK-21 cells;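 further: 0% = median of neutral control wells and 100% = median of positive control wells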
ERp5 block – blocks human ERp5 reductase activity on insulin. Q15084. ERp5 insulin aggregation, absorbance 650 nm, 90 min. inhibition, % at 9.99 µM. 0.05% of 350,000 active;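 active means mean replicate inhibition above about 25%, with every replicate also reaching it, limit read from the data, passing the limit was not always enough; inconclusive means only one of those two criteria met; inactive means neither criterion met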
Statin myotox sup – suppression of simvastatin myotoxicity. C2C12 myotubes + simvastatin, ATP luminescence, 48 h; scaled: DMSO 0, geranylgeraniol control 100. rescue of ATP level, % at 7.49 µM. 0.78% of 330,000 active. AID 602340;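 active means mean ATP rescue above about 67%, or every replicate alone reaching that limit, limit read from the data, passing the limit was not always enough; inconclusive means no clear call, values can overlap the other calls; inactive means mean under the limit and some replicate under it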;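 further: myotubes were challenged with 10 µM simvastatin during compound exposure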
Active calls of the source: *; ? = inconclusive; . = no result given. An excerpt; the hit share may differ from the screen's.

Results follow in this order: DENV2 CPE rescue, Statin myotox sup, S100A4 inh HTS, E-selectin induc, SIRT5 block, PglD inh, ERp5 block
- CN(C)Cc1cn(CC[C@H]2CC[C@H](NC(=O)Nc3ccc4c(c3)OCO4)[C@@H](CO)O2)nn1
  10, -3, ., 0.4, -5, ., -4
- Cc1nnc2c(NCCc3ccccc3)nc3ccccc3n12
  7, -18, 0, ., -6, 3, 7
- CCOC(=O)CNC(=O)c1c(C)nn(C)c1Cl
  -4, ., -2, ., -1, ., -2
- Cc1[nH]c(=O)nc(SCc2ccc(Cl)c(Cl)c2)c1C#N
  4, 23, -1, 0.0, 3, -9, 0
- Cc1cc(=O)n2[nH]c(-c3ccsc3-n3c(C)ccc3C)cc2n1
  4, ., -7, ., -1, ., -4
- CCC(CC)C(=O)c1c[nH]c(C(=O)NCc2ccccc2)c1
  0, 10, 1, ., -2, -2, 4
- COc1ccc(NC(=O)CN(C)S(=O)(=O)c2ccc(Br)s2)cc1OC
  -7, 12, 1, 0.2, 0, -5, 0
- CN(C)C(=O)[C@H]1[C@H](CO)[C@H]2Cn3c(ccc(-c4ccccc4F)c3=O)[C@@H]1N2C(=O)c1ccccc1
  -2, 12, 5, -0.3, -8, -1, 0
- C[C@@H](NC(=O)C[C@@H]1CC[C@H]2[C@@H](COC[C@H](O)CN2C(=O)Nc2cccc(Cl)c2)O1)c1ccccc1
  1, 17, -7, -0.1, 2, 3, -1
- CC1CCC(NC(=O)C(NS(=O)(=O)c2cccc3nsnc23)C(C)C)CC1 (stereo not drawn)
  3, -2, 0, ., -1, 5, .
- COC(=O)c1cc(OCC(=O)NC2CCCc3ccccc32)cc(C(=O)OC)c1 (stereo not drawn)
  2, -6, -3, ., 2, 0, -2
- N#CC(c1ccc([N+](=O)[O-])cc1)C(CC(=O)c1ccccc1)c1ccccc1 (stereo not drawn)
  -1, -11, -4, 0.3, ., -3, -12
- C[C@H](CO)N1C[C@H](C)[C@@H](CN(C)Cc2ccc(Cl)c(Cl)c2)OCCCC[C@H](C)Oc2ccc(NS(=O)(=O)c3ccc(Cl)cc3)cc2C1=O
  -25, ., -4, ., 4, 1, -5
- O=C(c1ccoc1)N1CCC(CO)(CCc2ccccc2)CC1
  -2, 48, -4, ., -3, 5, -6
- Cc1cc(C(=O)Nc2cccc3c2O[C@H](CN(C)Cc2ccc(C(F)(F)F)cc2)[C@@H](C)CN([C@H](C)CO)C3=O)n(C)n1
  10, -30, 6, -14, 10, -1, -3
- N#Cc1cccc(S(=O)(=O)NCC(=O)NCCCc2ccccc2)c1
  1, 3, -3, ., 0, 0, 2
- O=C(NC(C(=O)NCCN1CCOCC1)C12CC3CC(CC(C3)C1)C2)C1CCCCC1 (stereo not drawn)
  ., -4, 1, ., 0, 1, 0
- O=C(C[C@@H]1C/C=C\C[C@@H](Cc2ccc(F)cc2)C(=O)OCCNC1=O)NCCO
  17, 3, -1, 0.7, 0, -2, -2
- COc1cccc(CNCCO)c1OCc1ccc(Cl)cc1
  0, ., -2, ., -7, ., 1
- Cc1ccc(-c2nc3ccc(C)cn3c2Cc2cccc(F)c2)cc1
  14, ., 14, 0.0, -2, ., 18

Among those listed so far, three contain a cyano group.
Results follow in this order: DENV2 CPE rescue, Statin myotox sup, S100A4 inh HTS, E-selectin induc, SIRT5 block, PglD inh, ERp5 block
- Cc1[nH]c(=O)nc(SCc2ccc(Cl)c(Cl)c2)c1C#N
  4, 23, -1, 0.0, 3, -9, 0
- N#CC(c1ccc([N+](=O)[O-])cc1)C(CC(=O)c1ccccc1)c1ccccc1 (stereo not drawn)
  -1, -11, -4, 0.3, ., -3, -12
- N#Cc1cccc(S(=O)(=O)NCC(=O)NCCCc2ccccc2)c1
  1, 3, -3, ., 0, 0, 2

Returning to the listing, repeating the 4 entries before the break.
Results follow in this order: DENV2 CPE rescue, Statin myotox sup, S100A4 inh HTS, E-selectin induc, SIRT5 block, PglD inh, ERp5 block
- O=C(NC(C(=O)NCCN1CCOCC1)C12CC3CC(CC(C3)C1)C2)C1CCCCC1 (stereo not drawn)
  ., -4, 1, ., 0, 1, 0
- O=C(C[C@@H]1C/C=C\C[C@@H](Cc2ccc(F)cc2)C(=O)OCCNC1=O)NCCO
  17, 3, -1, 0.7, 0, -2, -2
- COc1cccc(CNCCO)c1OCc1ccc(Cl)cc1
  0, ., -2, ., -7, ., 1
- Cc1ccc(-c2nc3ccc(C)cn3c2Cc2cccc(F)c2)cc1
  14, ., 14, 0.0, -2, ., 18
- CN(C)CCCSc1nc(-c2ccccc2)nc2c1CCC2
  4, 8, -4, 2.9, -5, 1, 6
- OC[C@H]1[C@@H](c2ccc(C3=CCCC3)cc2)[C@H]2CN(CCC(F)(F)F)CCCCN21
  4, ., -7, ., 7, 0, 1
- CNc1ccc(C2(O)C(=O)c3ccccc3C2=O)cc1
  -2, 2, -1, ., 0, 1, -2
- CCOC(=O)C1CCN(C(=S)Nc2cccc(C)c2)CC1
  1, 18, 2, ., -1, -4, 0
- COC(=O)[C@@]1(Cc2ccccc2CN=[N+]=[N-])N=C(c2ccc(OCCCO)cc2)O[C@H]1c1ccccc1N=[N+]=[N-]
  -1, ., 1, ., 5, -1, -4
- O=C(Cc1cccs1)N(CC1CCCO1)C1(C(=O)NC2CCCC2)CCCCC1 (stereo not drawn)
  3, 1, -1, 1.4, -1, -5, 1
- CCCn1c(=O)[nH]c(=O)c2c(C(=O)OCC)cc(-c3cccs3)nc21
  -8, 13, 14, ., -11, -1, 4
- COc1cc(C(=O)OC(C)C(=O)Nc2ccc3c(c2)OCO3)ccc1OCc1c(C)noc1C (stereo not drawn)
  ., ., -3, ., 0, -3, 5
- CCOc1ccc(S(=O)(=O)N2CCCC(C(=O)N3CCN(CC)CC3)C2)cc1Cl (stereo not drawn)
  5, -1, -5, -0.1, 1, -1, 2
- O=C(N/N=C/c1ccncc1)C12CC3CC(CC(C3)C1)C2
  5, ., -21, ., -1, ., 2
- COc1cc(CNC(=O)C2CCCC2)cc(OC)c1OC
  -9, 2, 0, -0.1, -2, -8, 1
- COc1ccccc1C#Cc1ccc2c(c1)[C@H]1[C@H](CCN1C(=O)c1ccncc1)[C@H](CO)N2
  36*, 12, ., ., ., 3, .
- O=C1[C@@H](c2ccccc2)[C@@H](c2ccccc2)N1c1cccnc1
  -4, -2, -14, -4.9, -2, 3, 6
- COCc1cc(N2CCN(C(=O)OC(C)(C)C)C[C@@H]2C)ccc1N1CC[C@@H](O)C1
  -3, ., -7, -0.1, -1, ., -3
- Cc1c(NC(=O)COC(=O)C2(c3ccccc3F)CCCC2)c(=O)n(-c2ccccc2)n1C
  ., ., -3, ., -6, ., -2
- CO[C@@H]1CN(C)C(=O)c2ccc(NC(=O)c3ccccc3)cc2OC[C@@H](C)N(C)C[C@@H]1C
  2, 3, 0, 0.1, -6, -2, -2
- O=C(c1ccccc1F)N1CC[C@@H]2[C@H]1c1cc(-c3cccc(F)c3)ccc1N[C@@H]2CO
  -17, 9, 3, -0.2, ., -1, .
- CCOCCCn1c(=S)[nH]c2cc(C(=O)NC3CCCC(C)C3C)ccc2c1=O (stereo not drawn)
  1, 14, 1, -0.1, -2, -2, 3
- COc1cc(N)n(S(=O)(=O)c2ccc(C)cc2)n1
  -3, 4, -1, -0.1, 4, -3, 1
- Cc1cc(C)c(NC(=O)CSc2cccc[n+]2[O-])c(C)c1
  -2, -3, -5, -0.3, -4, -2, -4
- O=C1CCC(C(=O)N2CCCCO2)CN1Cc1cccc(C(F)(F)F)c1 (stereo not drawn)
  9, 8, 6, -0.2, -7, 3, 0
- Cc1ccc(Cn2ccc(NC(=O)c3cc(-c4ccccc4)on3)n2)cc1
  2, 3, -5, ., -2, 9, -7
- COCCCNC(=O)CCCn1c(=O)c2ccccc2n(Cc2cccc([N+](=O)[O-])c2)c1=O
  6, 7, 0, -1.0, 3, 0, -9
- O=c1c(O[C@H]2O[C@@H](CO)[C@H](O)[C@@H](O)[C@@H]2O)c(-c2ccc(O)cc2)oc2cc(O)cc(O)c12
  -43, 5, -4, -0.1, ., 0, 4
- CC(=O)Nc1ccc2nc(CN3CCN(CC(C)C)C(CCO)C3)ccc2c1 (stereo not drawn)
  ., 9, -2, 6.4, -4, 0, 0
- CC(C)NC(=O)Nc1ccc2c(c1)CC(=O)N([C@H](C)CO)C[C@@H](C)[C@H](CN(C)S(=O)(=O)c1ccccc1)O2
  2, 2, 6, 7.7, 3, 1, -3
- Cc1ccccc1NC(=O)COC(=O)CCSc1ccccc1
  3, ., 3, ., -1, ., 3
- CNC(=O)C[C@@H]1CC[C@H]2[C@@H](COc3ccc(NC(=O)NC(C)C)cc3C(=O)N2C)O1
  1, -3, ., 0.1, ., -1, .
- O=C(Nc1ccc(Cl)c(S(=O)(=O)N2CCCCC2)c1)c1cnccn1
  9, 0, 0, -0.2, 2, -5, -1
- CCc1nnc(NC(=O)CN2CCC(O)(c3ccccc3OC)CC2)s1
  ., -4, 12, ., -2, 0, 3
- COc1ccc(Cl)cc1NC(=O)C/C(C)=N/NC(=O)C(=O)NCc1ccccc1
  -5, ., 1, ., 2, -3, 0
- COc1ccc(CC2CC(=O)N(c3ccc(C)cc3)C2=O)cc1 (stereo not drawn)
  -1, 3, -3, 0.1, -5, -6, 2
- Cc1cc(C)c(S(=O)(=O)c2ccccc2C)c(OCCN(C)C)n1
  18, 0, -7, -0.2, 0, 5, -1
- CCc1cccc(CC)c1NC(=O)C1CSC2(C)CCC(=O)N12 (stereo not drawn)
  ?, 6, 3, ., -2, 3, 5
- C[C@@H]1CN([C@H](C)CO)C(=O)c2cc(NC(=O)Cc3cn(C)c4ccccc34)ccc2O[C@H]1CN(C)S(=O)(=O)c1ccccc1
  -11, 12, 0, 0.1, -3, -1, 13
- C=CCN1C(=O)CSc2ccc(C(=O)NCc3cccs3)cc21
  -3, -4, 3, ., -4, 2, -4
- Cc1ccccc1-c1nc2ccc(Cl)cc2c(=O)n1O
  1, 11, -5, ., -6, 2, 6
- Cc1cccc(NC(=O)CCN2CCCCC2)c1
  8, 10, 7, 0.0, -2, 3, -1
- COc1ccc(-c2cnc(N)n2C)cc1
  4, 4, -4, -1.6, -1, 7, 3
- COc1cc(C(=O)O)ccc1Cl
  ., ., 11, 3.5, -3, -5, -1
- COc1ccc2c3c([nH]c2c1)[C@@H](CO)N(Cc1ccccc1Cl)CC31CN(C(C)=O)C1
  8, ., 5, -0.1, ., ., -2
- C/C=C/c1ccc([C@@H]2[C@@H](CO)N3C(=O)CN(C(=O)Nc4ccc(F)cc4)C[C@H]23)cc1
  12, ., 16, 0.5, -2, ., 1
- CN(CC#CC(O)(c1ccccc1)c1ccccc1)C(C)(C)C
  1, ., 0, ., -7, 1, -5
- CO[C@H]1CN(C)C(=O)c2ccc(NS(C)(=O)=O)cc2OC[C@@H](C)N(Cc2nccs2)C[C@@H]1C
  -1, 6, 8, -0.2, -12, 1, -1
- CCCNC(=O)N1C[C@@H](C)[C@@H](OC)CN(C)C(=O)c2cc(NS(C)(=O)=O)ccc2OC[C@@H]1C
  15, 0, -3, 0.9, -2, 1, 3
- O=C([C@@H]1[C@@H](CO)[C@@H]2Cn3c(cccc3=O)[C@H]1N2C(=O)c1ccccn1)N1CCCCC1
  0, 9, 0, 0.3, -2, 1, 0
- COC(=O)Cn1c(O)c(N=NC(=O)CNC(=O)c2ccncc2)c2ccccc21
  4, 3, -1, ., 0, 7, -3
